Yeast superoxide: lowers age-related superoxide in aged yeast cells; S. cerevisiae aged cells, superoxide DHE fluorescence; stronger effect = lower value; superoxide response (% of plate mean), % at 10 µM; 0.18% of 330,000 active; AID 2690;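 active = superoxide response under a set limit, about three screen SD below normal, cut at about 65% in these data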;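 also: yeast aged for seven days with compound at 30 °C before DHE staining; 100% = average MFI of all compound-treated wells on the plate with controls excluded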
VLA-4 inh: inhibition in a human VLA-4 binding assay; P13612; VLA-4 expressing cells, ligand binding flow cytometry; inhibition, % (about 7 µM as worked out from the volumes in the protocol); 0.2% of 330,000 active; in the data active = inhibition above about 50%
Target sequence (P13612 whole entry, looked up): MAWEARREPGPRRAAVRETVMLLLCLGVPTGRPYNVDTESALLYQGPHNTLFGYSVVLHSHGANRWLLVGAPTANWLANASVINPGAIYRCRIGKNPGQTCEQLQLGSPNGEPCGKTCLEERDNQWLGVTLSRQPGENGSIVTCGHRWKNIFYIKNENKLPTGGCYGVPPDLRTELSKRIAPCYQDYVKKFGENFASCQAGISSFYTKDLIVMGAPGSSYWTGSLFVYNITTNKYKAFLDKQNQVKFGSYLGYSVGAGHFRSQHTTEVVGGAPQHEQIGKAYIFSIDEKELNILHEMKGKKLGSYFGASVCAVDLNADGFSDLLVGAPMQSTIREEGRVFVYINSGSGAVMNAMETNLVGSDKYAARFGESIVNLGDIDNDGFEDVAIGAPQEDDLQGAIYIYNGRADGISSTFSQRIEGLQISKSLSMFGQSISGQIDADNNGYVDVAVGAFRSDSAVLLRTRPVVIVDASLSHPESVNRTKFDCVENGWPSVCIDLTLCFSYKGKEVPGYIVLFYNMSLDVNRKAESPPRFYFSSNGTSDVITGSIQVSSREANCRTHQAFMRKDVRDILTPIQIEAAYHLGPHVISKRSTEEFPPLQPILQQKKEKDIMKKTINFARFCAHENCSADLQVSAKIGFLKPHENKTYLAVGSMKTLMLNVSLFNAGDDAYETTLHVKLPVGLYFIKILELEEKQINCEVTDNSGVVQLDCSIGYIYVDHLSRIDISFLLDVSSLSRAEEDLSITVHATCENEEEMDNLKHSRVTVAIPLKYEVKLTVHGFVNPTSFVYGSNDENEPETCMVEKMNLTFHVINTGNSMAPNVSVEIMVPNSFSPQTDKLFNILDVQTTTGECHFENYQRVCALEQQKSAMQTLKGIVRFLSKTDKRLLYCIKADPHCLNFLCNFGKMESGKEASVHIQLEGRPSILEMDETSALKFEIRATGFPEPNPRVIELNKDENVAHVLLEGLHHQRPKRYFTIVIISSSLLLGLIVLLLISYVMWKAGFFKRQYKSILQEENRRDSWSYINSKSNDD
MEP2 TOR yeast: alters MEP2-GFP fluorescence in TOR pathway yeast screen | S. cerevisiae MEP2-GFP strain, flow cytometry GFP, 3 h; 100% = DMSO control level | GFP response vs DMSO, % at 10 µM | 0.51% of 330,000 active | AID 2016;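 active = GFP response versus DMSO above a set limit, roughly screen mean plus 3 SD, cut at about 180% in these data; inconclusive = fewer than 70 cells counted for a yeast strain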;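 also: median GFP fluorescence of the barcode-gated MEP2-GFP cells per well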
RPL19A-GFP yeast: alters RPL19A-GFP fluorescence in TOR pathway yeast screen; S. cerevisiae RPL19A-GFP strain, flow cytometry, 3 h; stronger effect = lower value; percent response vs DMSO, % at 10 µM; 0.3% of 330,000 active;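 active = percent response vs DMSO below 50%; inconclusive = fewer than 70 events counted for the yeast strain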;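 also: median channel GFP fluorescence of the barcoded RPL19A-GFP strain; ratio of sample median GFP to plate DMSO average so 100% = DMSO; lower means less RPL19A-GFP as with rapamycin TOR inhibition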
AGP1 TOR yeast: modulators of TOR pathway AGP1-GFP in S. cerevisiae; S. cerevisiae AGP1-GFP multiplex flow cytometry, 3 h; GFP as percent of DMSO wells; GFP response vs DMSO, % at 10 µM; 0.02% of 320,000 active; AID 2066;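 active = GFP response relative to DMSO above a set limit, near screen average plus 3 SD, cut at about 150% in these data; inconclusive = fewer than 70 cells counted for the yeast strain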;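 also: median GFP channel fluorescence of the gated AGP1 strain per well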
LAP4-GFP MLPCN: alters LAP4-GFP fluorescence in TOR pathway yeast screen; S. cerevisiae LAP4-GFP multiplex, flow cytometry GFP, 3 h; median GFP as percent of DMSO wells; GFP response vs DMSO, % at 10 µM; 0.34% of 320,000 active;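 active = GFP response vs DMSO above a set limit, about the screen mean plus 3 SD, cut at about 150% in these data; inconclusive = under 70 cell events counted for the yeast strain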
GRK2 aptamer HTS: blocks RNA aptamer binding to human GRK2; 0.59% of 330,000 active; AID 488847; bead flow cytometry, FAM-aptamer displacement from GRK2; inhibition of aptamer binding, % at 10 µM; P25098;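 active = inhibition of aptamer binding above 40%, roughly 3 SD of noise, on plates passing a quality check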;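 also: median bead fluorescence of bound FAM aptamer so fluorescent compounds give negative values; no value below 0 was filed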
CIT2-GFP yeast: alters CIT2-GFP fluorescence in TOR pathway yeast screen | GFP response vs DMSO, % at 10 µM | 0.065% of 320,000 active | S. cerevisiae CIT2-GFP strain, flow cytometry, 3 h; 100 means same as DMSO wells;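 active = GFP response relative to DMSO above a set limit, near the screen mean plus 3 SD, cut at about 150% in these data; inconclusive = Fewer than 70 cells measured for a yeast strain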;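 also: ratio of well median GFP fluorescence to mean of DMSO wells on the plate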
Starred values were filed as active, the others as inactive; u = inconclusive; [ ] = remark or other dose.

| Compound | Yeast superoxide | VLA-4 inh | MEP2 TOR yeast | RPL19A-GFP yeast | AGP1 TOR yeast | LAP4-GFP MLPCN | GRK2 aptamer HTS | CIT2-GFP yeast |
| --- | --- | --- | --- | --- | --- | --- | --- | --- |
| CNC(=O)Nc1cccc(-c2cc(-c3c(Cl)cccc3Cl)no2)c1 | 100.4 | 0.4 | 83.1 | 90.8 | 95.7 | 126.0 | 0.0 | 85.6 |
| O=C1CCC(=O)N1c1ccc(NCCc2cccc(F)c2)c([N+](=O)[O-])c1 | 103.4 | 7.3 | 96.8 | 97.9 | 109.2 | 110.2 | 0.0 | 101.9 |
| CC(=O)c1cc(NC(=O)c2ccc(C)cc2)c(=O)oc1/C=C/N(C)C | 108.2 | -92.1 | 114.5 | 98.7 | 105.0 | 113.6 | 5.0 | 110.6 |
| CCOc1ccccc1NC(=O)Nc1cccc(C(C)=O)c1 | 100.8 | 12.9 | 98.8 | 100.8 | 102.1 | 101.1 | 0.0 | 99.7 |
| CC(C)Cn1c(=O)n(C)c(=O)c2[nH]cnc21 | 101.1 | -1.9 | 100.4 | 99.5 | 86.7 | 123.4 | 2.0 | 86.6 |
| CCCCN(CCCNC(=O)c1ccc2nc(N3CCOCC3)sc2c1)Cc1ccccc1 | 96.9 | -111.9 | 99.9 | 96.8 | 106.2 | 96.7 | 0.0 | 98.8 |
| Cc1cc(C)n(-c2ccc(C(=O)Nc3cccc([N+](=O)[O-])c3)cc2)n1 | 113.7 | 6.1 | 101.7 | 100.4 | 102.5 | 102.5 | 0.0 | 103.3 |
| CC1=C(C(=O)OCc2cc(C)on2)N2C(=O)[C@@H](NC(=O)OCc3cc(C)on3)[C@H]2SC1 | 105.2 | 3.6 | 88.0 | 96.0 | 99.1 | 99.1 | 0.0 | 103.4 |
| O=C(/C=C/c1cccc(Cl)c1)c1nc2ccccc2[nH]1 | 124.8 | 1.3 | 84.1 | 79.0 | 75.7 | 228.5* | 5.0 | 68.5 |
| COc1cc(OC)c(NC(=O)c2ccc(F)cc2)cc1Cl | 80.8 | 3.6 | 96.9 | 88.4 | 85.2 | 90.3 | 0.0 | 87.2 |
| CCCCCCCOC(=O)C1=C(C)Nc2ncnn2C1c1cccs1 (stereo unspecified) | 105.8 | 1.0 | 121.3[may fluoresce violet] | 74.7[may fluoresce violet] | 33.1[may fluoresce violet] | 90.3[may fluoresce violet] | 0.0 | u |
| CCN(CC)CCN1C(=O)C(=O)/C(=C(/O)c2ccc3c(c2)CC(C)O3)C1c1ccc(OC)cc1 (stereo unspecified) | 109.5 | 7.8 | 103.2 | 99.8 | 103.9 | 103.6 | 0.0 | 96.6 |
| Clc1ccc(-c2nnnn2-c2ccc(Cl)c(Cl)c2)cc1Cl | 98.2 | 1.7 | 93.4 | 92.2 | 90.8 | 86.6 | 0.0 | 93.9 |
| Cc1ccc(C(=O)N(Cc2nnc(-c3ccc(Cl)cc3)o2)C2CC2)o1 | 97.9 | 6.5 | 105.1 | 100.0 | 99.7 | 117.3 | 1.0 | 94.4 |
| C[C@@]12C(=O)N(c3ccccc3)C(=O)N1[C@@H]1c3ccccc3OC[C@@H]1[C@H]2c1ccccc1 | 105.6 | -2.6 | 95.9 | 92.5 | 92.9 | 99.4 | 2.0 | 85.3 |
| COC(=O)c1ccc(C(=O)Nc2cc(Cl)ccc2Cl)cc1NC(=O)c1ccc(N(C)C)cc1 | 120.7 | -0.6 | 98.0 | 97.7 | 100.4 | 83.7 | 3.0 | 87.7 |
| CCOc1ccc(S(=O)(=O)/N=C(/Nc2ccc(OC)cc2)c2ccccc2)cc1 | 108.3 | -10.3 | 97.5 | 101.8 | 97.5 | 89.3 | 2.0 | 102.5 |
| O=C(NC1CCCCC1)C(c1ccco1)N(Cc1ccco1)C(=O)c1ccco1 (stereo unspecified) | 91.6 | 0.1 | 107.6 | 104.2 | 110.1 | 105.3 | 0.0 | 107.6 |
| CC(=O)NCCc1c[nH]c2ccc(OCC(O)CNC(C)(C)C)cc12 (stereo unspecified) | 100.9 | 20.7 | 104.8 | 103.0 | 100.0 | 102.0 | 0.0 | 98.7 |
| CC1CN(C(=O)CCNS(=O)(=O)c2ccc(Br)cc2)CC(C)O1 (stereo unspecified) | 101.4 | -0.1 | 108.1 | 103.3 | 107.1 | 112.8 | 0.0 | 99.5 |
| COc1ccccc1CC(=O)N1CCN(S(=O)(=O)c2cccs2)CC1 | 99.1 | -12.0 | 101.6 | 95.2 | 99.8 | 98.8 | 1.0 | 97.6 |
| Cc1ccc(C)c(N(C)S(=O)(=O)c2ccc3[nH]cc(C(=O)NCCN4CCOCC4)c(=O)c3c2)c1 | 96.2 | -7.2 | 105.0 | 101.4 | 105.2 | 105.8 | 1.0 | 104.3 |
| OC(c1ccc(F)cc1)C(CN1CCOCC1)c1ccccc1 (stereo unspecified) | 98.4 | 36.2 | 93.5 | 99.3 | 97.8 | 95.4 | 0.0 | 96.2 |
| N#CCCn1cc(C(N)=O)c(-c2cccs2)n1 | 110.8 | -3.6 | 103.9 | 99.4 | 104.8 | 107.1 | 1.0 | 92.3 |
| COc1ccc2[nH]c3c(NCCN4CCCCC4)ncnc3c2c1 | 105.9 | 0.0 | 99.5 | 95.4 | 97.3 | 99.1 | 1.0 | 104.2 |
| Cc1ccc(-c2nn3c(C)nnc3s2)cc1NC(=O)c1cccs1 | 99.1 | -15.7 | 99.0 | 97.8 | 103.0 | 98.2 | 1.0 | 96.0 |
| O=C(NCc1ccccc1)c1cc[n+](Cc2ccccc2)cc1 | 115.1 | 0.7 | 102.4 | 97.8 | 98.2 | 101.0 | 1.0 | 93.7 |
| CCc1ccc(-c2nn(-c3ccccc3)cc2CSC(=N)N)cc1 | 90.6 | -8.0 | 98.6 | 97.3 | 98.9 | 92.3 | 0.0 | 97.9 |
| Cc1ccc(C)c(NS(=O)(=O)c2cc(C(=O)NCc3ccco3)ccc2C)c1 | 94.4 | -3.1 | 101.7 | 98.7 | 105.8 | 96.5 | 0.0 | 102.2 |
| COc1ccc(C(=O)Nc2ccc3[nH]ncc3c2)cc1 | 106.2 | -7.3 | 111.3 | 101.0 | 103.4 | 99.9 | 0.0 | 108.5 |
| CCN(CC)S(=O)(=O)c1ccc2c(c1)nc(SC(C)C(=O)NCC1CCCO1)n2CC (stereo unspecified) | 97.0 | -7.2 | 94.7 | 98.0 | 91.8 | 92.0 | 0.0 | 108.6 |
| COCC(=O)N(Cc1ccco1)c1nnc(C2CCOC2)s1 (stereo unspecified) | 98.0 | 0.0 | 96.8 | 98.3 | 92.2 | 96.6 | 0.0 | 91.7 |
| CCOC(=O)NC(=O)CSc1nnnn1-c1ccc(C)cc1 | 182.2 | 2.0 | 108.3 | 97.0 | 103.6 | 101.6 | 0.0 | 93.3 |
| Cc1ccc(S(=O)(=O)/N=C(\N)Nc2nc(C)c3ccc(C)cc3n2)cc1 | 134.7 | 2.7 | 105.1 | 102.2 | 106.6 | 108.4 | 3.0 | 100.3 |
| CSc1cccc(NC(=O)CN(c2cccc(C)c2)S(C)(=O)=O)c1 | 98.3 | 7.8 | 93.8 | 101.1 | 101.8 | 90.2 | 3.0 | 102.6 |
| COc1cc(C(O)c2nc3ccccc3n2C)cc(OC)c1OC (stereo unspecified) | 96.1 | -8.2 | 102.4 | 101.8 | 99.7 | 99.5 | 21.0 | 103.2 |
| COCCNC(=O)CCc1c(C)nc2c(-c3ccc(F)cc3)c(C)nn2c1C | 89.6 | 27.6 | 91.3 | 95.2 | 93.4 | 102.9 | 5.0 | 90.7 |
| Cc1ccc(CNC(=O)CSc2nc(C)cs2)cc1 | 103.0 | 10.8 | 96.5 | 96.7 | 97.5 | 117.0 | 3.0 | 91.1 |
| COC(=O)c1ccc(C)c(NC(=O)CCCN2C(=O)NC(C)(C)C2=O)c1 | 85.6 | -1.5 | 102.6 | 95.7 | 100.8 | 102.8 | 0.0 | 99.5 |
| C/C(CC(=O)Nc1ccc(N(C)C)cc1)=N\NC(=O)c1ccncc1 | 99.1 | 7.2 | 105.8 | 98.2 | 106.8 | 104.0 | 0.0 | 105.0 |
| COC(=O)C(C)Sc1nc2c(c(=O)[nH]c(=O)n2C)n1CCCc1ccccc1 (stereo unspecified) | 104.6 | -14.5 | 111.2 | 107.3 | 105.1 | 102.3 | 0.0 | 110.1 |
| Cc1ccc(CNc2cnccn2)s1 | 101.4 | 9.3 | 103.3 | 101.5 | 101.3 | 88.6 | 1.0 | 104.2 |
| O=C(CCN1C(=O)S/C(=C\c2ccccc2)C1=O)N1CCOCC1 | 99.3 | 0.0 | 104.4 | 103.1 | 100.7 | 99.8 | 0.0 | 99.8 |
| O=C(Cn1cc2c(n1)CCCCC2)N1CCCCC1 | 90.2 | -8.1 | 110.5 | 99.7 | 102.9 | 99.3 | 0.0 | 110.6 |
| O=C1c2ccccc2C(=O)N1Cc1ccccc1F | 84.0 | 10.1 | 106.6 | 105.7 | 98.8 | 102.3 | 2.0 | 106.0 |
| COc1cc(NC(=S)NCc2cccs2)cc(OC)c1 | 122.8 | 19.9 | 94.2 | 96.0 | 95.3 | 100.8 | 0.0 | 91.5 |
| CC1CCC(NC(=O)COC(=O)c2n[nH]c(=O)c3ccccc23)CC1 (stereo unspecified) | 109.7 | 3.0 | 96.0 | 102.2 | 98.2 | 98.1 | 2.0 | 93.0 |
| O=C(Nc1ccccc1Cl)c1cc2ccccc2o/c1=N\O | 107.5 | 7.5 | 102.8 | 105.4 | 98.2 | 98.5 | 0.0 | 106.4 |
| O=[N+]([O-])c1ccc(O)c(P(=O)(c2ccccc2)c2ccccc2)c1 | 90.8 | -8.8 | 99.0 | 102.1 | 96.3 | 89.4 | 0.0 | 94.4 |
| CCOC(=O)C1C(=O)NCC2CCCC21 (stereo unspecified) | 96.9 | -6.6 | 99.2 | 99.2 | 91.3 | 93.8 | 2.0 | 89.7 |

Remaining list, next part
| Compound | Yeast superoxide | VLA-4 inh | MEP2 TOR yeast | RPL19A-GFP yeast | AGP1 TOR yeast | LAP4-GFP MLPCN | GRK2 aptamer HTS | CIT2-GFP yeast |
| --- | --- | --- | --- | --- | --- | --- | --- | --- |
| COc1ccc(CNC(=O)C2CCN(C(=O)Cc3ccccc3)CC2)cc1 | 99.5 | 16.7 | 98.1 | 100.7 | 101.2 | 98.0 | 1.0 | 102.2 |
| O=C(NCC1OCCc2ccccc21)c1ccc(NC(=O)c2cccc(Br)c2)cc1 (stereo unspecified) | 90.0 | 0.0 | 90.3 | 102.8 | 98.5 | 82.2 | 0.0 | 94.5 |
| CCCn1c(=O)c2ccccc2n2c(=S)[nH]nc12 | 97.5 | 27.5 | 102.9 | 97.9 | 93.5 | 96.7 | 1.0 | 101.6 |
| O=c1c(C(c2ccc(Cl)cc2)c2c(O)nc3n(c2=O)CCCS3)c(O)nc2n1CCCS2 | 108.2 | -3.6 | 110.4 | 107.7 | 102.4 | 95.7 | 0.0 | 98.3 |

Single entries from the entries so far:
For LAP4-GFP MLPCN, O=c1c(C(c2ccc(Cl)cc2)c2c(O)nc3n(c2=O)CCCS3)c(O)nc2n1CCCS2 is entered as 95.7
For LAP4-GFP MLPCN, COc1ccc(CNC(=O)C2CCN(C(=O)Cc3ccccc3)CC2)cc1 is entered as 98.0
For RPL19A-GFP yeast, O=C(NCC1OCCc2ccccc21)c1ccc(NC(=O)c2cccc(Br)c2)cc1 (stereo unspecified) is entered as 102.8

Screening results: PubChem BioAssay, NMMLSC
